# AID2073: inhibitors of Mint1-CaV2.2 protein interaction, biochemical, HTRF (AID 2073); HTRF protein-protein interaction, Mint1-CaV2.2; higher % means a stronger effect; one-dose inhibition, % at 20 µM; IC50 in µM for titrated hits; 290,000 tested, 0.19% active; in the data active = inhibition mostly above about 51%, no sharp cut-off; inconclusive = no clear call, values can overlap the other calls; inactive = mostly below about 53%; note: some results filed as inactive read as strong as hits
# NOD1 NF-kB reporter: NOD1 signaling inhibitors, primary screen, cell-based, luminescence, uHTS (AID 1578) | NOD1-driven NF-kB luciferase reporter cells, luminescence; higher % means a stronger effect | inhibition, % at 4 µM; hits with a dose series show EC50 in µM | 290,000 tested, 1% active; in the data active = inhibition mostly above about 36%, no sharp cut-off; inactive = mostly below about 34%;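 note: HEK-293T reporter cells stimulated with the NOD1 agonist gamma-tri-DAP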
# KOR beta-arrestin-1: KOR agonists, beta-arrestin recruitment, primary screen, cell-based, luminescence, uHTS (AID 1777); 280,000 tested, 0.02% active; KOR beta-arrestin recruitment, luminescence; higher % means a stronger effect; activation, % at 10 µM; hits with a dose series show EC50 in µM; in the data active = activation above about 50%, passing the limit was not always enough; note: a part of the inactive calls stands beside numbers as strong as those of hits
# P. falciparum M1AAP: P. falciparum M1AAP inhibitors, biochemical, fluorogenic H-Leu-NHMec substrate, 1536-well (AID 1445) | 220,000 tested, 0.42% active | recombinant M1AAP, H-Leu-NHMec fluorogenic kinetic assay; higher % means a stronger effect | inhibition, % at 30 µM, or IC50 in µM where a hit was titrated;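 active = primary inhibition above the hit cutoff, then over 50% inhibition at one or more dose response concentrations, cut at about 23% in these data, passing the limit was not always enough; inconclusive = conflicting primary data, or primary hits not chosen for dose response; inactive = low primary inhibition, or under 50% at every dose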;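 note: plate controls were DMSO full reaction for no effect and no enzyme background for full effect; strong numbers were not always called active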
# NOD2 inhibition: NOD2 signaling inhibitors, cell-based, luminescence, uHTS, HEK293 (AID 1566); HEK293 NOD2/NF-kB luciferase reporter, luminescence; higher % means a stronger effect; inhibition, % at 4 µM, or EC50 in µM where a hit was titrated; 290,000 tested, 0.63% active; note: many of its hits are not listed in these tables
# KOR beta-arrestin-2: KOR antagonists, beta-arrestin recruitment, cell-based, luminescence, uHTS (AID 1778) | 290,000 tested, 0.091% active | inhibition, % at 10 µM, or IC50 in µM where a hit was titrated | KOR beta-arrestin recruitment, luminescence, antagonist mode; higher % means a stronger effect; note: strong numbers were not always called active
# Dynein transport: dynein cargo transport inhibition; 3617.4 mouse cells, GR-EGFP nuclear translocation imaging; test concentration mostly 20 µM; stimulated with dexamethasone, 1 µM; stronger effect = lower value; z-score, hits read low; 220,000 tested, 0.47% active;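 active = plate z-score of nuclear minus cytoplasmic receptor signal below a set negative limit, without overly bright fluorescence or cell loss, cut at about -3.5 in these data, passing the limit was not always enough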;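 note: z-score of nuclear minus cytoplasmic ring GR-EGFP intensity difference per well; some compounds called inactive have numbers as strong as hits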
#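 Schedule: 48 h induction, then 1 h compound, then 30 min agonist, 37 °C. Buffer or medium: tetracycline-free induction medium containing charcoal-stripped FBS. Reagent: 1.0 µM final dexamethasone stimulus. Evaluation: nuclear versus cytoplasmic GR-EGFP signal, averaged per well. Signal: high-content fluorescence imaging after fixation.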
# P. falciparum M17LAP: P. falciparum M17LAP inhibitors, primary screen, biochemical, fluorogenic H-Leu-NHMec substrate, 1536-well (AID 1619); inhibition, % at 30 µM, or IC50 in µM where a hit was titrated; recombinant M17LAP, H-Leu-NHMec fluorogenic kinetic assay; higher % means a stronger effect; 220,000 tested, 0.38% active;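 active = compound inhibiting the enzyme by more than half at any dose during confirmatory dose-response retesting; inconclusive = strong single-dose inhibitors picked by rank but not retested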;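 note: plate controls were full reaction with DMSO carrier for no effect and no enzyme background for full effect; strong numbers were not always called active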
# GPR55 beta-arrestin: selective activators of receptor GPR55 – imaging, U2OS cells, beta-arrestin-GFP redistribution, primary screen (AID 1961) | U2OS GPR55 beta-arrestin-GFP redistribution imaging; higher % means a stronger effect | one-dose activation, % at 10 µM; EC50 in µM for titrated hits | 290,000 tested, 0.048% active;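 active = activation above 40% with more than 50 cells counted in the well; inconclusive = wells holding fewer than 50 cells, flagged as toxic or sparse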;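 note: U2OS osteosarcoma cells stably expressing GPR55 and beta-arrestin-GFP; plate controls were DMSO negative control for no effect and LPI positive control for full effect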
# Dynein transport cytoplasmic EGFP: further read-out of Dynein transport, marked with its call; z-score; measured here: cytoplasmic GR-EGFP intensity; stronger effect = higher value
# Dynein transport nuclear GR-EGFP: also measured in Dynein transport; calls as there; z-score; measured here: nuclear GR-EGFP intensity;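 lower value marks the stronger effect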
# Dynein transport cell count: further read-out of Dynein transport, marked with its call; z-score; measured here: cell count per field
# Active calls of the source: *; ? = inconclusive; . = no result given; [ ] = dose if it differs, or a comment. Cut-off read from the data, not from the text of the source, unless noted: active = inhibition above about 50%; inactive = the rest. The list is partial; the hit share may differ from the screen's.
SMILES,AID2073,NOD1 NF-kB reporter,KOR beta-arrestin-1,P. falciparum M1AAP,NOD2 inhibition,KOR beta-arrestin-2,Dynein transport,Dynein transport cytoplasmic EGFP,Dynein transport nuclear GR-EGFP,Dynein transport cell count,P. falciparum M17LAP,GPR55 beta-arrestin
CC(C)NC(=O)c1onc(CSc2ccc(F)c(F)c2)c1C(=O)O,-22.8%,8.6%,0.8%,0.6%,22.6%,-5.6%,1.61,-0.234,-0.246,-0.211,28.4%,-0.1%
COC(=O)C1(C)NC(c2ccc(Cl)cc2)C2C(=O)N(c3ccccc3)C(=O)C21 (centres undefined),-1.7%,4.9%,0.3%,.,13.4%,1.1%,.,.,.,.,.,1.0%
Cc1ccc(/C=N/Nc2nnc(Cl)c3ccccc23)cc1,9.2%,-23.9%,-0.1%,6.7%,7.2%,-14.8%,0.335,-0.149,1.42,-1.42,21.9%,0.7%
CCOc1ccccc1Oc1coc2cc(O)ccc2c1=O,?,-7.4%,-5.9%,1.8%,-28.4%,19.0%,-0.373,0.314,0.218,0.401,-78.7%,-0.1%
CN(N=Nc1ccc([N+](=O)[O-])cc1)c1ccccc1,10.5%,-43.7%,-0.2%,3.0%,-104.3%,-11.9%,-0.61,-0.0441,-0.648,0.784,-4.0%,0.4%
COc1ccc(CNC(=O)CSc2nnc(-c3ccc(NC(C)=O)cc3)n2C)cc1,-6.8%,-7.8%,1.7%,-5.5%,9.2%,-53.9%,-0.926,-0.273,-0.977,1.87,-1.4%,-0.2%
CCCCC1CC(CSc2ncn[nH]2)OC1=O (centres undefined),1.2%,1.0%,-0.1%,2.7%,8.4%,-4.7%,-0.969,-0.422,-0.403,0.524,19.9%,-0.3%
O=C(c1noc2c1CCc1ccccc1-2)N1CCc2ccccc2C1,22.4%,-25.0%,10.5%,2.9%,-30.4%,-64.5%,0.137,-0.277,0.482,2.06,1.3%,-0.1%
O=C(Cc1ccc(Br)cc1)N1CCN(c2ccccn2)CC1,6.9%,-25.7%,4.0%,3.4%,-4.5%,14.0%,0.483,-0.271,1.04,-0.365,14.3%,0.1%
COCc1ccc(C(=O)N2CCCC(Nc3ccc(C(C)C)cc3)C2)o1 (centres undefined),5.4%,-22.8%,0.7%,.,10.8%,13.9%,.,.,.,.,.,-0.1%
COC(=O)c1ccc(NC(=S)Nc2ccccc2)cc1,-14.7%,-26.9%,3.3%,2.9%,-28.0%,-19.3%,-0.574,0.0548,-0.474,1.45,2.6%,-0.3%
CCCCN(C)CCNC(=O)c1ccc(Cn2c(=S)[nH]c3ccc(Br)cc3c2=O)cc1,-24.9%,-34.7%,-1.5%,11.1%,-13.3%,21.2%,-0.173,-0.196,0.0512,0.265,3.0%,-0.5%
O=C(O/N=C(\c1ccccc1)c1ccccn1)c1ccc(Cl)c(Cl)c1,0.4%,3.3%,0.0%,1.3%,4.9%,-21.3%,-0.802,-0.274,-0.468,0.11,17.2%,-0.2%
Cc1c(C(=O)N(C)CCCCN2CCOCC2)oc2c(F)cccc12,-11.2%,-19.4%,1.9%,.,-19.4%,-53.8%[20 µM],.,.,.,.,.,-0.2%
CCOc1cc(S(=O)(=O)N2CCC(C(N)=O)CC2)ccc1F,0.0%,2.2%,2.9%,13.7%,14.3%,-37.0%,-0.193,0.0442,0.114,-0.373,-2.4%,0.2%
CCN(CC)c1ccc(C2C(C(=O)OC(C)C)C(=O)CC(C)(O)C2C(=O)OC(C)C)cc1 (centres undefined),1.1%,-9.5%,3.4%,7.5%,1.0%,-22.9%,-0.79,-0.244,0.0514,0.703,0.2%,-0.1%
O=c1nc(Nc2cccc(Cl)c2)oc2cc(Cl)oc(=O)c12,19.9%,-7.8%,2.6%,10.2%,-7.6%,21.8%,-3.01,0.326,-1.43,-0.365,8.2%,0.7%
COC(=O)c1ccc(/C=C/C(=O)O)cc1,-10.5%,8.3%,3.0%,-0.9%,10.0%,13.9%,-0.363,-0.307,-0.586,1.16,-3.8%,1.4%
COc1ccc(/C=N/NC(=O)CCCOc2ccc(Cl)cc2Cl)cc1,3.5%,-22.3%,-0.5%,4.4%,1.2%,3.4%,-0.63,-0.227,-0.128,0.881,5.1%,0.8%
O=C(COc1ccc(S(=O)(=O)N2CCCCC2)cc1)NCc1ccccn1,-0.4%,-10.0%,-1.8%,0.8%,-1.0%,10.2%,-0.365,-0.261,0.0676,0.175,-0.9%,-0.2%

# 6 of the compounds above, with bars between the fields.
structure | AID2073 | NOD1 NF-kB reporter | KOR beta-arrestin-1 | P. falciparum M1AAP | NOD2 inhibition | KOR beta-arrestin-2 | Dynein transport | Dynein transport cytoplasmic EGFP | Dynein transport nuclear GR-EGFP | Dynein transport cell count | P. falciparum M17LAP | GPR55 beta-arrestin
Cc1c(C(=O)N(C)CCCCN2CCOCC2)oc2c(F)cccc12 | -11.2% | -19.4% | 1.9% | . | -19.4% | -53.8%[20 µM] | . | . | . | . | . | -0.2%
CCOc1cc(S(=O)(=O)N2CCC(C(N)=O)CC2)ccc1F | 0.0% | 2.2% | 2.9% | 13.7% | 14.3% | -37.0% | -0.193 | 0.0442 | 0.114 | -0.373 | -2.4% | 0.2%
CCN(CC)c1ccc(C2C(C(=O)OC(C)C)C(=O)CC(C)(O)C2C(=O)OC(C)C)cc1 (centres undefined) | 1.1% | -9.5% | 3.4% | 7.5% | 1.0% | -22.9% | -0.79 | -0.244 | 0.0514 | 0.703 | 0.2% | -0.1%
O=c1nc(Nc2cccc(Cl)c2)oc2cc(Cl)oc(=O)c12 | 19.9% | -7.8% | 2.6% | 10.2% | -7.6% | 21.8% | -3.01 | 0.326 | -1.43 | -0.365 | 8.2% | 0.7%
COC(=O)c1ccc(/C=C/C(=O)O)cc1 | -10.5% | 8.3% | 3.0% | -0.9% | 10.0% | 13.9% | -0.363 | -0.307 | -0.586 | 1.16 | -3.8% | 1.4%
COc1ccc(/C=N/NC(=O)CCCOc2ccc(Cl)cc2Cl)cc1 | 3.5% | -22.3% | -0.5% | 4.4% | 1.2% | 3.4% | -0.63 | -0.227 | -0.128 | 0.881 | 5.1% | 0.8%

# Continued:
SMILES,AID2073,NOD1 NF-kB reporter,KOR beta-arrestin-1,P. falciparum M1AAP,NOD2 inhibition,KOR beta-arrestin-2,Dynein transport,Dynein transport cytoplasmic EGFP,Dynein transport nuclear GR-EGFP,Dynein transport cell count,P. falciparum M17LAP,GPR55 beta-arrestin
Cc1ccc2[nH]c(=O)c(C(c3nnnn3C3CCCC3)N3CCCc4ccccc43)cc2c1 (centres undefined),60.2%,-24.8%,4.4%,8.6%,-1.6%,2.7%,-0.895,-0.202,-0.498,1.24,5.5%,0.1%
COc1ccc(-n2nc3cc(C)c(NC(=O)C(C)C)cc3n2)cc1,-11.7%,-41.7%,-3.7%,-21.1%,-55.9%,-29.4%,-0.884,-0.203,-0.222,-0.202,-3.1%,-0.3%
CC[n+]1cc(-c2ccccc2)nc(N2CCOCC2)n1,15.4%,-12.6%,9.5%,35.3%,-2.3%,-14.2%,-1.35,0.0598,-0.484,1.16,7.3%,-0.2%
CN(CC(=O)Nc1c(Cl)cccc1Cl)C(=O)CNC(=O)C1CCCCC1,4.6%,14.9%,-6.7%,.,-8.3%,43.8%,.,.,.,.,.,0.0%
O=P(c1ccccc1)(c1ccccc1)c1cc(S(=O)(=O)O)ccc1O,14.7%,-1.6%,-0.9%,.,16.1%,-18.0%,.,.,.,.,.,-0.2%
O=C(/C=C/c1ccco1)Nc1ccccc1N1CCOCC1,4.3%,-13.1%,-4.0%,-4.3%,11.4%,17.3%,0.446,-0.224,1.02,-0.626,-16.9%,0.4%
COc1ccc([N+](=O)[O-])cc1NC(=O)CSCc1cc(C)cc(C)c1,-1.6%,-24.1%,-7.2%,7.2%,-11.3%,20.7%,-0.282,-0.302,-0.352,1.06,5.6%,-0.5%
CC1C(c2ccccc2)=[N+]([O-])C2(CCCCC2)N1O (centres undefined),-2.2%,.,3.4%,3.5%,3.5%,-20.7%,-0.087,-0.149,-0.791,0.352,-8.9%,-0.3%
CCOC(=O)CN1C(=O)C(O)(CC(=O)c2ccccn2)c2ccccc21 (centres undefined),-2.8%,-7.0%,-0.2%,1.7%,6.7%,-11.0%,-0.986,-0.252,-0.474,0.581,6.1%,-0.1%
C=CCn1c(=O)c2c(nc3n2CCS3)n(C)c1=O,-10.3%,5.1%,14.0%,4.3%,-10.4%,-3.0%,0.596,-0.199,0.462,0.0384,-3.4%,0.9%
CCc1nn(CC(=O)N2CCN(c3ccc(F)cc3)CC2)c(=O)c2cc3occc3n12,1.4%,-23.5%,-1.2%,.,29.9%,-22.0%,.,.,.,.,.,0.0%
O=C(Nn1c(C2CCCCC2)nc2ccccc2c1=O)c1cc(Cl)ccc1[N+](=O)[O-],2.5%,-5.2%,7.1%,13.3%,11.3%,-12.9%,0.175,-0.259,-0.105,0.467,4.1%,-0.3%
Cc1ccc(Cn2nc3c4cc(F)ccc4n(Cc4ccc(F)cc4)cc-3c2=O)cc1,13.5%,-7.9%,-2.3%,.,0.8%,36.4%,.,.,.,.,.,1.1%
CCOC(=O)c1ccc(NC(=O)c2cccc(S(=O)(=O)N3CCOCC3)c2)cc1,1.1%,31.3%,7.5%,1.0%,37.0%,21.3%,-1.15,-0.359,-0.527,1.24,12.4%,-0.2%
Cc1ccc(S(=O)(=O)N(CC(=O)N2CCC(C)CC2)Cc2ccccc2F)cc1,1.1%,-15.5%,2.6%,9.3%,-8.1%,4.1%,0.166,0.143,0.309,-0.757,2.1%,0.1%
CCCCN(C(=S)NC(=O)c1ccccc1)c1c(N)n(Cc2ccccc2)c(=O)[nH]c1=O,-19.2%,-17.2%,5.5%,10.7%,9.0%,20.8%,-1.07,-0.291,-0.604,0.746,8.1%,-0.1%

# Compound activity from PubChem.
